From PubChem BioAssay
All columns: NCI-60 one-dose screen, growth in % after 48 h at 10 µM unless noted; 100 = growth as untreated, 0 = no growth, -100 = all killed.
U251: U251 CNS tumor cells | AID 1794753 | actives 5.4% (n = 80,000)
CAKI-1: CAKI-1 renal cancer | actives 4.7% (n = 75,000)
SF-268: SF-268 CNS cancer cells; actives 3.1% (n = 82,000)
SF-295: SF-295 CNS cancer cells; actives 5.6% (n = 79,000); AID 1794758
SNB-19: SNB-19 CNS cancer cells. actives 2.5% (n = 81,000). AID 1794751
SNB-75: SNB-75 CNS cancer | actives 5% (n = 79,000) | AID 1794750
SF-539: SF-539 CNS cancer | AID 1794752 | actives 6.8% (n = 81,000)
NCI-H23: NCI-H23 lung cancer; actives 4% (n = 80,000); AID 1794731
A498: A498 renal cancer cells; actives 5.4% (n = 76,000)
The depositor's hits bear a star; . = not tested or not shown; & = joins results of further samples. The calls were made as follows: active = growth percent below 10; inactive = the rest. Only part of the results is shown; the hit share may differ from the screen's.

Start of the listing, in advance:
SMILES	U251	CAKI-1	SF-268	SF-295	SNB-19	SNB-75	SF-539	NCI-H23	A498
CCCCCCCCCCCCOc1ccc(C(=O)Oc2ccc(CSP3(=O)OCC4OC(n5cnc6c(N)ncnc65)C(F)C4OP(=O)(O)OCC4OC(n5ccc(=O)[nH]c5=O)C(F)C4O3)cc2)cc1 (stereo not drawn)	109	.	107	110	101	107	24	101	71
CC(=O)Nc1nc(CCl)cs1	96	94	104	103	109	95	95	93	123
COC(=O)C1C=C2c3cccc4[nH]cc(c34)CC2N(C)C1 (stereo not drawn)	106	99	96	.	97	64	91	87	104
O=C(O)c1ccccc1C(=O)O	110	102	102	100	113	.	110	105	104
COC(=O)CCP(CCC(=O)OC)c1ccccc1	99	95	103	99	119	90	101	102	123
CCCN(CCC)N=O	107	97	97	106	94	94	103	95	92

All compounds of this part, from the start:
SMILES	U251	CAKI-1	SF-268	SF-295	SNB-19	SNB-75	SF-539	NCI-H23	A498
CCCCCCCCCCCCOc1ccc(C(=O)Oc2ccc(CSP3(=O)OCC4OC(n5cnc6c(N)ncnc65)C(F)C4OP(=O)(O)OCC4OC(n5ccc(=O)[nH]c5=O)C(F)C4O3)cc2)cc1 (stereo not drawn)	109	.	107	110	101	107	24	101	71
CC(=O)Nc1nc(CCl)cs1	96	94	104	103	109	95	95	93	123
COC(=O)C1C=C2c3cccc4[nH]cc(c34)CC2N(C)C1 (stereo not drawn)	106	99	96	.	97	64	91	87	104
O=C(O)c1ccccc1C(=O)O	110	102	102	100	113	.	110	105	104
COC(=O)CCP(CCC(=O)OC)c1ccccc1	99	95	103	99	119	90	101	102	123
CCCN(CCC)N=O	107	97	97	106	94	94	103	95	92
CC[C@@H]1[C@@H](C)O[C@@](O)([C@@H](C)[C@H](O)[C@H](C)[C@H]2OC(=O)/C=C/C=C/[C@H](C)[C@@H]([C@@H](C)[C@@H](O)[C@H](C)[C@@]3(O)C[C@@H](O[C@H]4C[C@@H](O)[C@H](O)C(C)O4)[C@H](CC)[C@@H](C)O3)OC(=O)/C=C/C=C/[C@@H]2C)C[C@H]1O[C@@H]1C[C@@H](O)[C@H](O)C(C)O1 (stereo partly drawn)	-93*	-98*	-86*	-86*	-82*	-98*	-97*	-74*	-97*
NC(=O)NC(=O)CI	95	.	101	119	86	106	109	95	98
O=C(O)CCc1c[nH]c2ccc(N(CCCl)CCCl)cc12	96	.	.	97	92	90	91	99	.
Brc1ccc(Br)cc1	101	.	114	.	109	95	113	104	102
NC(=S)N=C(N)N	99	91	112	100	95	89	91	108	115
Cc1coc2c1CCC(C)C2 (stereo not drawn)	108	102	89	104	110	114	105	98	118
CCOC1=CC(=O)O[C@]2(CC[C@@]3(C)[C@@H](CC[C@@H]4[C@@H]3CC[C@]3(C)[C@@H](OC(C)=O)CC[C@@H]43)C2)C1	89	75	90	.	93	97	81	56	69
CN1CCN(c2nc(N)cc(=O)[nH]2)CC1	112	79	117	111	.	87	94	103	118
COc1cc2c(c(OC)c1OC)-c1ccc(O)c(=O)cc1[C@@H](NC(C)=O)CC2	25	27	47	.	38	68	52	65	64
Cc1c([N+](=O)[O-])cc([N+](=O)[O-])cc1S(=O)(=O)O	97	.	104	101	100	89	99	100	100
CCC(C)[C@H]1C(=O)O[C@H](C(C)C)C(=O)N(C)[C@@H](C(C)C)C(=O)O[C@H](C(C)C)C(=O)N(C)[C@@H](C(C)C)C(=O)O[C@H](C(C)C)C(=O)N1C (stereo partly drawn)	14	.	22	9.1*	22	2.6*	19	10	-8.6*
NC1CCSC1=O (stereo not drawn)	104	104	103	106	103	95	98	105	111
O=C(O)C(O)(c1ccccc1)C1CCCCC1 (stereo not drawn)	100	103	121	100	108	85	95	93	.
COCCCNP1(=O)OCC(C)([N+](=O)[O-])CO1 (stereo not drawn)	108	100	113	97	93	81	.	109	99
O=C1CN=C(c2ccc(Cl)cc2)c2sccc2N1	101	98	106	96	97	.	93	98	102
O=C(Nc1ccncc1F)c1cn(Cc2ccc(Cl)cc2Cl)c2ccccc12	97	88	103	101	95	85	100	90	98
Fc1c[c-]c(-c2ccccn2)c(F)c1.[CH3-].[Pt+2].c1ccc([PH+](c2ccccc2)c2ccccn2)cc1	6.4*	-56*	23	5.7*	26	-5.1*	-47*	0.3*	-21*
C[N+](C)(C)CC1CCCC1	99	99	106	89	102	100	99	106	104
CC(C)CN(CC(C)C)CC(O)c1ccc(Br)cc1 (stereo not drawn)	102	84	104	72	98	112	100	87	95
c1ccc(CCN2CCCCC2Cc2ccccc2)cc1 (stereo not drawn)	99	101	99	91	111	107	101	86	90
O=C1NC(=O)C(Nc2ccc(Cl)c(Cl)c2)C(=O)N1	92	73	98	123	101	76	95	97	68
N#C/C(=C\c1cc2ccccc2nc1Cl)C(=O)c1cn(Cc2ccccc2)c2ccc(F)cc12	97	87	95	99	98	95	85	96	107
O=C1NC(=O)C(Cc2ccccc2)(Cc2ccccc2)C(=O)N1	102	114	109	105	102	89	110	111	104
c1ccc(CCN2CCCC2)nc1	103	.	97	99	102	92	100	97	90
CC(O)c1ccc(Br)cc1 (stereo not drawn)	102	102	99	104	92	99	110	98	110
CC(=O)Oc1ccccc1C(=O)NCCC[Se]C#N	-62*	0.7*	-22*	-16*	-70*	-35*	-72*	-14*	-2.7*
S=P(NCCSCc1ccccc1)(N1CC1)N1CC1	100	.	115	105	101	96	105	110	.
CCCCCCCCOP(=O)(OCCCCCCCC)C(O)C(Cl)(Cl)Cl (stereo not drawn)	93	86	106	104	97	88	113	104	101
CCOP(=S)(N1CC1C)N1CC1C (stereo not drawn)	90	101	108	.	93	60	99	106	106
O=C(c1cccc(O)c1O)c1cn(Cc2ccc(F)cc2)c2cccc(O)c12	31	21	26	42	37	55	14	48	108
N#CCCCCCBr	96	91	105	.	107	76	93	105	108
CN(N=O)C1CCCCC1	107	106	104	114	110	105	107	102	81
COc1ccc(C2C3CCC(C3)C2N)cc1 (stereo not drawn)	96	103	102	97	101	100	111	100	91
COc1cc(/C=C\c2cc(OC)c(OC)c(OC)c2)cc(NS(=O)(=O)c2cccc(Cl)c2)c1OC	11	11	-2.7*	14	41	64	-1.0*	23	.
NC(=O)C(CCl)NCc1ccccc1 (stereo not drawn)	104	90	102	97	101	81	97	97	130
C[C@@H]1C[C@H]2[C@@H]3CC[C@H](O)[C@@]3(C)CC[C@@H]2[C@@]2(C)CCC(=O)C=C12	101	117	103	101	97	109	107	95	88
CC1(C)N=C(N)N=C(N)N1c1ccc(CCCCc2ccc(S(=O)(=O)F)cc2)c(Cl)c1	9.7*	17	26	3.7*	39	63	23	30	37
CC1NC(=O)NC(=O)C1Br (stereo not drawn)	100	.	106	.	106	98	105	96	126
Cc1cc([N+](=O)[O-])cc([N+](=O)[O-])c1OC(=O)N(C)C	96	100	105	106	105	94	98	93	99
Cc1ccc(S(=O)(=O)N/N=C\c2ccc(N(CCCl)CCCl)cc2)cc1	78	75	92	96	106	88	91	86	122
O=C1Nc2ccccc2C1(Cl)Cl	108	89	104	106	101	102	95	94	103
CC(=O)OC[C@]1(C)C=C2C(=O)[C@](C)(O)C3(CC3)C(C)=C2[C@H]1OC(=O)N(C)CCN(C)C(=O)OC(C)(C)C	4.1*	.	7.1*	6.3*	8.8*	-15*	-37*	-18*	-11*
NC(=O)NC(=O)CCl	74	104	87	101	.	100	105	86	91
CCCCCCCCCC(=O)N[C@@](C)(CC)C(=O)N1CCC[C@H]1C(=O)N[C@@H](CC(C)C)C(=O)N[C@@](C)(CC)C(=O)N[C@@H](CCC(N)=O)C(=O)N[C@H](CCC(N)=O)C(=O)NC(C)(C)C(=O)NC(C)(C)C(=O)N[C@@H](CCC(N)=O)C(=O)N[C@H](CC(C)C)C(=O)N[C@H](CO)CC(C)C	-77*	-100*	-65*	-91*	-100*	-96*	-100*	-85*	-81*
C[C@]12CCc3sc(Nc4ccccc4Cl)nc3C1=CC[C@@H]1[C@@H]2CC[C@]2(C)C(=O)CC[C@@H]12	97	95	97	95	100	105	86	105	87
O=[N+]([O-])c1ccccc1CBr	102	98	100	.	107	94	101	102	100
CC(=O)OCC(=O)OC1CCC2C3CCC4=CC(=O)CCC4(C)C3CCC12C (stereo not drawn)	105	91	105	88	104	92	98	108	56
CC12CCC3C(CCCC4CC(=O)CCC43C)C1CCC2O (stereo not drawn)	.	.	106	.	96	87	117	93	.
Nc1ccc(CC2=NCCN2)cc1	112	115	101	108	102	91	95	104	96
O=C(CCl)NC(O)C(Cl)(Cl)Cl (stereo not drawn)	101	88	102	.	102	95	103	114	109
O=C(O)c1nn(Cc2ccc(Cl)cc2)c2ccccc12	100	106	109	.	97	96	102	105	96
CCCCNP(=O)(Oc1ccccc1)Oc1ccccc1	96	75	102	96	88	86	115	96	102
CCN(CC)CCOC(=O)C(O)(c1ccccc1)c1ccccc1	98	102	99	106	96	101	100	97	101
CCCCOP(=O)(CCCC)OCCCC	99	106	.	98	100	94	104	110	65
(list continues)
SMILES	U251	CAKI-1	SF-268	SF-295	SNB-19	SNB-75	SF-539	NCI-H23	A498
CCCCC(C(=O)c1ccccc1)N1CCOCC1 (stereo not drawn)	96	103	101	105	97	93	100	107	86
COC(=O)C12CC(NC(=O)c3csc([C@@H](C[C@H](C(C)C)N(C)C(=O)[C@@H](NC(=O)[C@H]4CCCCN4C)C4CC4)OC(C)=O)n3)(C1)C2	12	39	22	6.6*	40	43	-29*	29	-5.3*
COP(=O)(OC)C(O)c1ccc(Cl)cc1 (stereo not drawn)	104	.	95	100	110	89	103	99	98
COC(=O)C1=C(Nc2ccccc2)C(=O)OC12C(=O)Nc1ccc([N+](=O)[O-])cc12 (stereo not drawn)	100	78	91	98	89	66	97	92	117
COC(=O)[C@@H](C)C[C@H](Cc1ccccc1)NC(=O)c1csc([C@@H](C[C@H](C(C)C)N(C)C(=O)[C@@H](NC(=O)[C@H]2CCCCN2C)C(C)C)OC(C)=O)n1	-2.0*	13	17	-2.5*	66	6.0*	-23*	24	-7.3*
CCC(=O)O[C@H]1CCC2C3CCC4=CC(=O)CC[C@]4(C)C3CC[C@@]21C (stereo partly drawn)	113	90	94	102	91	79	104	104	83
COc1ccc(C(Cc2ccc(Cl)cc2)NCCO)cc1 (stereo not drawn)	90	92	89	77	94	86	98	98	76
O=C(Nc1ccc(Cl)cc1)N1CC1	104&106	94&114	106&105	96&103	107&109	112&95	106&118	103&110	108
O=C(/C=C/c1ccc(Br)cc1)c1nc2ccccc2n1Cc1ccc(Br)cc1	-86*	16	30	-35*	-67*	45	-60*	-36*	83
CC[C@@]1(O)C(=O)OCc2c1cc1n(c2=O)Cc2cc3ccccc3nc2-1	-32*	-38*	2.8*	-14*	-0.5*	-42*	-46*	-27*	-77*
CNC(=O)Oc1ccc(N=Nc2ccccc2)cc1	.	94	93	98	113	92	103	.	96
C[C@H](OC(N)=O)[C@@H](O)c1ccccc1Cl	101	92	102	104	100	77	94	98	97
Nc1cccc(SC2CC(=O)N(c3ccc(Cl)cc3C(=O)c3ccccc3)C2=O)c1 (stereo not drawn)	93	60	96	80	101	98	91	87	74
CC1CC2CC(=O)CCC2(C)C2CCC3(C)C(O)CCC3C12 (stereo not drawn)	100	90	81	96	93	80	90	82	77
O=C1NC(=O)C(=Cc2ccc(OCCCCC3CCCCC3)c(Cl)c2)C(=O)N1	82	.	100	94	100	96	93	97	83
CCCCNC(c1ccc2c(c1)OCO2)C(O)c1ccc2c(c1)OCO2 (stereo not drawn)	102	97	98	86	88	93	100	100	85
COC(=O)CCn1c(-c2ccc(-n3cc(-c4ccc(O[C@H]5O[C@@H]6OC7(C)CC[C@H]8[C@H](C)CC[C@@H]([C@H]5C)[C@@]68OO7)cc4)nn3)cc2)nc2ccccc21	33	14	32	21	25	49	21	14	74
ClCc1cc2c(cc1Cl)OCO2	97	96	111	107	107	103	95	96	107
c1ccc(P(OCCCCOP(c2ccccc2)c2ccccc2)c2ccccc2)cc1	88	84	104	84	99	81	102	102	.
N[C@H](C[C@@H]1CC(Br)=NO1)C(=O)O	99	87	109	91	106	89	103	97	94
CC1=C(Cl)C(P2(=O)Oc3ccccc3-c3ccccc32)CP(=O)(c2ccccc2)C1 (stereo not drawn)	101	112	97	104	98	98	108	91	111
CC(=O)C1CC2c3ccccc3C1c1ccccc12 (stereo not drawn)	98	91	110	91	96	85	101	103	103
S=P(c1ccccc1)(N1CC1)N1CC1	102	118	109	109	100	104	110	102	116
NCCc1cc(O)c(O)cc1O	95	100	104	106	100	96	.	100	122

Full records as entered above. Order of screens: U251 | CAKI-1 | SF-268 | SF-295 | SNB-19 | SNB-75 | SF-539 | NCI-H23 | A498
S=P(c1ccccc1)(N1CC1)N1CC1 reads 102 | 118 | 109 | 109 | 100 | 104 | 110 | 102 | 116
Nc1cccc(SC2CC(=O)N(c3ccc(Cl)cc3C(=O)c3ccccc3)C2=O)c1 (stereo not drawn) reads 93 | 60 | 96 | 80 | 101 | 98 | 91 | 87 | 74
CC1=C(Cl)C(P2(=O)Oc3ccccc3-c3ccccc32)CP(=O)(c2ccccc2)C1 (stereo not drawn) reads 101 | 112 | 97 | 104 | 98 | 98 | 108 | 91 | 111

Going on with the list.
SMILES	U251	CAKI-1	SF-268	SF-295	SNB-19	SNB-75	SF-539	NCI-H23	A498
O=C1NC(=O)C(=Cc2cccnc2)C(=O)N1	110	109	102	104	102	102	95	95	98
Cc1nc(N)n[nH]1	106	101	105	113	107	113	105	102	108
C[C@]12CC[C@H]3[C@@H](C[C@@H]4SC(N)=N[C@@]45C/C(=N/O)CC[C@]35C)[C@@H]1CCC2=O	105	81	89	99	101	81	95	92	96
CC(Br)C(=O)c1ccccc1 (stereo not drawn)	98	88	98	93	96	81	95	142	85
CCC(=O)OC1(c2ccccc2)CCN(C)C1C (stereo not drawn)	96	96	90	113	94	96	89	89	105
C[N+]1(C)C2CCC1CC(OC(=O)C(CO)c1ccccc1)C2 (stereo not drawn)	98	89	112	95	108	100	96	102	111
